# Lamin A splicing: LMNA splicing modulation | HeLa LMNA splicing GFP/RFP minigene ratio, 48 h | Potency, µM (highest dose often 46.1 µM), without a hit: top-dose ratio change, negative = inhibition, usual class: inhibitors | hit rate 0.01% among 200,000 | AID 1487; active = well fitted inhibition curve with a large enough effect in the signal ratio, with a control signal flat, not every such curve was filed as active; inconclusive = small, poorly fitted or top-dose-only effect, or effect the other way, or a change in a side signal; the % refers to the signal ratio; note: % is set by controls: 0 for no effect and ±100 for the full control effect
#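 Read-out is the ratio of GFP to DsRed2 object intensity, acquired by 488 nm laser-scanning cytometry on HeLa lamin A-EGFP minigene reporter cells. Compound incubation 48 hrs at 37 °C in Opti-MEM with 2% FBS; DMSO 0.5% final.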
# Epigenetic reg: epigenetic control regulation, reporter derepression | Potency, µM (titrated, usually from 53.9 µM), for the others: at the highest dose GFP activation, usual class: activators | AID 1865 | murine LDR cells, GFP reporter derepression, 30 h | hit rate 0.2% among 280,000; active = well fitted activation curve with a large enough effect; inconclusive = small, poorly fitted or top-dose-only effect; note: % of control where 0% means no effect; nearly all actives have a fitted effect of over 60% in size
#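 Derepression of a silenced CMV-GFP reporter in murine LDR cells is scored by enumerating GFP-positive cells with a laser-scanning microplate cytometer after 30 hours of treatment at 37 C.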
# Active calls of the source: *; ? = inconclusive; [ ] = remark or other dose. Potency is the fitted concentration of half-maximal effect. Some of the compounds tested; the hit share may differ from the screen's.
cpd	SMILES	Lamin A splicing	Epigenetic reg
1	CCOc1ccc(-n2c(SCC(=O)Nc3ccc(F)cc3)nc3c([nH]c4ccccc43)c2=O)cc1	11%[46 µM]	4.2%
2	CC(=O)Nc1ccc(NC(=O)C(Cc2ccccc2)N2Cc3ccccc3C2=O)cc1 (stereo unspecified)	?	-1.2%
3	CC(=O)N1CCC2(CC1)OC(=O)C(C)=C2C(=O)NCc1ccccc1Cl	0%[46 µM]	-0.2%
4	COc1ccc(C(=O)Nc2nnc(S(=O)(=O)N(CC(C)C)c3ccccc3)s2)cc1	?	1.4%
5	Cc1ccc(NC(=O)C2CCN(c3nn4cc(-c5ccc(C)cc5)nc4s3)CC2)cc1	-7%[46 µM]	-1.2%
6	Cc1cccc(CC(=O)NC2CC(=O)N(c3ccccc3)C2)c1 (stereo unspecified)	-2%[46 µM]	3.4%
7	CCOc1ccccc1NC(=O)CN1C=NS(=O)(=O)c2ccccc21	?	-0.2%
8	CCCCN(C)S(=O)(=O)c1cc(-c2nnc3c4ccccc4c(C)nn23)ccc1C	?	0.0%
9	O=C(CCc1ccccc1)N(Cc1cccnc1)c1nc2c(F)cc(F)cc2s1	?	2.4%
10	CCCCC(=O)Nc1ccc(OCc2cc(=O)n3ccc(C)cc3n2)cc1	16%[46 µM]	2.9%
11	CCOc1ccc(C(=O)NCc2ccc3c(c2)CCN3C(=O)c2ccccc2)cc1	-8%[46 µM]	-0.5%
12	Cc1cc(C)c(/C=C/c2onc(C)c2S(=O)(=O)N2CCC(C(=O)Nc3ccc(Cl)cc3C)CC2)c(C)c1	?	-1.7%
13	CCOC(=O)c1c(N)n(-c2cccc(OC)c2)c2nc3ccccc3nc12	?	-0.2%
14	Cc1cccc(N2CCN(C(=O)Cn3c(-c4cccs4)cc4ccccc43)CC2)c1C	-9%[46 µM]	0.0%
15	O=C(NCCN1CCN(c2cccc(Cl)c2)CC1)C1COc2ccccc2C1 (stereo unspecified)	10%[46 µM]	-0.9%

# A different layout for six compounds above.
10. CCCCC(=O)Nc1ccc(OCc2cc(=O)n3ccc(C)cc3n2)cc1
11. CCOc1ccc(C(=O)NCc2ccc3c(c2)CCN3C(=O)c2ccccc2)cc1
12. Cc1cc(C)c(/C=C/c2onc(C)c2S(=O)(=O)N2CCC(C(=O)Nc3ccc(Cl)cc3C)CC2)c(C)c1
13. CCOC(=O)c1c(N)n(-c2cccc(OC)c2)c2nc3ccccc3nc12
14. Cc1cccc(N2CCN(C(=O)Cn3c(-c4cccs4)cc4ccccc43)CC2)c1C
15. O=C(NCCN1CCN(c2cccc(Cl)c2)CC1)C1COc2ccccc2C1 (stereo unspecified)

compound no.	10	11	12	13	14	15
Lamin A splicing	16%[46 µM]	-8%[46 µM]	?	?	-9%[46 µM]	10%[46 µM]
Epigenetic reg	2.9%	-0.5%	-1.7%	-0.2%	0.0%	-0.9%

# Single records (already shown). Screens in order: Lamin A splicing | Epigenetic reg
# Record of `CCCCC(=O)Nc1ccc(OCc2cc(=O)n3ccc(C)cc3n2)cc1` → 16%[46 µM] | 2.9%
# Record of `Cc1cccc(CC(=O)NC2CC(=O)N(c3ccccc3)C2)c1` (stereo unspecified) → -2%[46 µM] | 3.4%
# Record of `CCOc1ccccc1NC(=O)CN1C=NS(=O)(=O)c2ccccc21` → ? | -0.2%

# Going on with the list:
cpd	SMILES	Lamin A splicing	Epigenetic reg
16	COc1ccc(Br)cc1CNC(=O)CCSCc1ccc(Cl)cc1	?	2.8%
17	CC1CCCN(c2ncnc3c2cnn3-c2ccc(F)cc2)C1 (stereo unspecified)	-5%[46 µM]	0.4%
18	Cc1ccc(S(=O)(=O)N2CCCc3cc(NC(=O)c4ccccc4Cl)ccc32)cc1	-9%[46 µM]	13%
19	CSc1ccc(CNC(=O)c2ccccc2NC(=O)c2nsc3ccccc23)cc1	?	-0.5%
20	O=C1CCc2cc(S(=O)(=O)NCc3ccc(Cl)cc3)cc3c2N1CC3	?	0.0%
21	CCOc1ccc(CNS(=O)(=O)c2ccc3c(c2)CC(C)N3C(C)=O)cc1OC (stereo unspecified)	-21%[46 µM]	-0.4%
22	Cc1ccc(CNC(=O)Cn2ccn(-c3ccc(F)cc3)c(=O)c2=O)cc1	-3%[46 µM]	0.8%
23	O=S(=O)(NCc1ccc(Cl)cc1)c1ccc(-c2cnc(C3CC3)o2)cc1	2%[46 µM]	0.5%
24	CC(=O)c1cccc(NC(=O)c2sc(-n3nc(C)c(Cc4ccc5c(c4)OCO5)c3C)nc2C)c1	3%[46 µM]	0.0%
25	COc1ccc(N(Cc2cccs2)C(=O)c2ccc(Br)o2)cc1	30%[46 µM]	8.1%
26	Cn1c(=O)c2nc(SCC(=O)Nc3cc(Cl)ccc3Cl)n(C)c2n(C)c1=O	10%[46 µM]	-1.4%
27	Cc1nn(C(=O)c2ccc(Cl)cc2)c(C)c1S(=O)(=O)N1CCCCCC1	4%[46 µM]	3.4%
28	COc1ccc(CNC(=O)CN2C(=O)c3cccnc3Oc3ccc(C)cc32)cc1	5%[46 µM]	-2.4%
29	COCCNC(=O)CSc1nc2cc3c(cc2c(=O)n1CCCCCC(=O)NCc1ccc(OC)cc1)OCO3	6%[46 µM]	0.8%
30	CCOc1cccc(CNCCCSc2nnnn2C)c1	14%[46 µM]	-3.2%
31	CCOc1ccc(-n2c(SCC(=O)Nc3ccc4c(c3)OCCO4)nc3c([nH]c4ccccc43)c2=O)cc1	9%[46 µM]	4.2%
32	COc1ccc(CNC(=O)Cn2c(SCC(=O)Nc3ccc(OC)cc3)nc3ccccc32)cc1	?	0.7%
33	O=[N+]([O-])c1ccc(C(c2sc3nc(-c4ccco4)nn3c2O)N2CCN(c3cccc(Cl)c3)CC2)cc1 (stereo unspecified)	11%[46 µM]	6.9%
34	O=C(CSc1nc(=O)n(Cc2ccco2)c2c1CCC2)NCc1ccc(Cl)cc1	-5%[46 µM]	6.0%
35	COc1cc(OC)c(OC)cc1/C=C/c1nc2ccccc2c(=O)n1-c1ccc(Br)c(C)c1	?	-2.2%
36	O=C(CSc1ccc2nc(-c3ccccc3)cn2n1)Nc1ccccc1C(F)(F)F	-2%[46 µM]	7.5%
37	Cc1cc2c(cc1S(=O)(=O)N(CCN(C)C)Cc1ccccc1)OCC(=O)N2	-10%[46 µM]	-2.8%
38	Cc1ccc(NC(=O)c2c(C)oc3ncn(CC(C)C)c(=O)c23)nc1	-14%[46 µM]	-1.3%
39	CC(C)(C)OC(=O)N1CCC(c2c(C(=O)N3CCN(c4ccccn4)CC3)cnn2-c2ccc(F)cc2)CC1	8%[46 µM]	-0.4%
40	CCc1cnc2c(c1SCC(=O)Nc1ccc(C)cc1C)c(=O)n(C)c(=O)n2C	4%[46 µM]	3.5%
41	COCCNC(=O)CSc1nc(-c2ccccc2C)nc2c1c(=O)n(C)c(=O)n2C	?	0.6%
42	CC(=O)C1=C(c2ccc(C)cc2)N(C(C)=O)n2c(nnc2C2CCCCC2)S1	?	-0.2%
43	Cc1cccc(-c2nc(SCC(=O)N3CCc4ccccc43)c3c(=O)n(C)c(=O)n(C)c3n2)c1	2%[46 µM]	-2.7%
44	CN1C(=O)C2CCCCN2c2ccc(C(=O)NCc3ccccc3Br)cc21 (stereo unspecified)	?	-1.7%
45	CCOC(=O)CNC(=O)Nc1cc(C(=O)NCc2ccccc2OC)ccc1N1CCCC1	?	-5.5%
46	Cc1ccc(C)c(NC(=O)c2cc(S(=O)(=O)N3CCc4ccccc4C3)ccc2F)c1	7%[46 µM]	-0.6%
47	CCCC(=O)OCc1cnc(C)c2oc(=O)c(C(=O)Nc3ccccc3)cc12	13%[46 µM]	-7.9%
48	CCOc1ccc(Cn2c(CNS(=O)(=O)c3cccc(Cl)c3)nc3cccnc32)cc1	?	0.0%
49	Cc1cc(C)cc(N2CCn3c2nc2c3c(=O)n(CCCc3ccccc3)c(=O)n2C)c1	2%[46 µM]	1.1%
50	COc1ccc(C)cc1NC(=O)Cn1c(=O)cc(C)c2c(C)nn(C)c21	14%[46 µM]	0.0%
51	COc1ccc(NC(=O)CCS(=O)(=O)c2cc3c4c(c2)CCN4C(=O)CC3)c(OC)c1	7%[46 µM]	1.1%
52	Cc1cccc(-n2c(SCC(=O)Nc3ccccc3Cl)nc3n[nH]c(C)c3c2=N)c1	-5%[46 µM]	-0.2%
53	CNC(=O)c1ccc2nc(CCc3ccccc3)oc2c1	-8%[46 µM]	-1.7%
54	Cc1nn(-c2ccc(N3CCCC3)nn2)c(C)c1CCC(=O)Nc1ccc(F)cc1F	19%[46 µM]	0.8%
55	COc1ccc(OC)c(-c2noc(N3CCN(c4cccc(C)c4C)CC3)n2)c1	-21%[46 µM]	-2.3%
56	Cc1ccc(NC(=O)c2cc(S(=O)(=O)N3CCCC(C)C3)cn2C)c(Br)c1 (stereo unspecified)	-6%[46 µM]	4.2%
57	COc1ccc(Cl)cc1C(=O)NCC(c1ccc(N(C)C)cc1)N1CCCC1 (stereo unspecified)	2%[46 µM]	-0.5%
58	CCCNC(=O)C1CCN(c2nc3ccc(C)cc3[nH]2)CC1	?	-4.4%
59	CCOc1ccc(OCC)c(NC(=O)C2CCN(S(=O)(=O)c3c(C)noc3/C=C/c3ccccc3F)CC2)c1	8%[46 µM]	1.7%
60	CN1CCN(C(CNC(=O)C(=O)Nc2cccc(Cl)c2)c2ccc3c(c2)OCO3)CC1 (stereo unspecified)	18%[46 µM]	0.0%
61	COc1ccccc1C(=O)OCc1cc(=O)n2c(C)csc2n1	-16%[46 µM]	0.0%
62	COC(=O)c1sccc1S(=O)(=O)N1CCN(c2ccc(C(C)=O)cc2)CC1	?	0.0%
63	Cc1ccccc1CN1C(=O)c2ccccc2Sc2ccc(C(=O)NCc3ccccc3)cc21	-11%[46 µM]	1.7%
64	CC(C)c1nn2c(=O)cc(COC(=O)C3CCCCC3)nc2s1	-7%[46 µM]	0.8%
65	COc1ccc(CNC(=O)c2cnc3sc(N4CCCCCC4)nn3c2=O)cc1	?	0.8%
66	COc1ccc(C2Nc3ccccc3-c3cc(C)nn32)cc1OC (stereo unspecified)	-20%[46 µM]	-1.7%
67	Cc1cccc(C(=O)N2CCc3cc(CNC(=O)c4ccco4)ccc32)c1	?	-0.5%
68	O=C(NCc1ccc(F)cc1)c1ccc(CS(=O)(=O)c2ccc(Cl)cc2)o1	?	3.2%
69	COc1ccc(-c2nc(C)c(CCNC(=O)C(=O)Nc3ccccc3C#N)s2)cc1OC	?	1.4%
70	CN(Cc1ccccc1)S(=O)(=O)c1ccc(F)c(C(=O)Nc2cccc(Cl)c2Cl)c1	?	-2.4%
71	O=C(CCC(=O)N1Cc2ccccc2Oc2ncccc21)Nc1ccc(Cl)cc1	-11%[46 µM]	-1.3%
72	COc1cc(OC)c(NC(=O)Cn2c(=O)oc3cc(S(=O)(=O)N4CCCC4)ccc32)cc1Cl	-7%[46 µM]	-1.1%
73	O=C(Nc1cccc(Cl)c1)Nc1ccccc1OCc1cc(=O)n2ccccc2n1	?	-0.7%
74	Cc1ccc(Cl)cc1NC(=O)c1oc2ccc(S(=O)(=O)N(C)C3CCCCC3)cc2c1C	3%[46 µM]	-1.2%
75	CCOC(=O)c1ccc2c(c1)N(Cc1ccc(F)cc1Cl)C(=O)c1ccccc1S2	?	2.8%

# Carrying on.
cpd	SMILES	Lamin A splicing	Epigenetic reg
76	Cc1ccc(SCC(=O)Nc2ccc(O)c(-c3nc4cc(C)ccc4o3)c2)cc1	6%[46 µM]	-1.6%
77	COc1ccc(NC(=O)c2cc(S(=O)(=O)N3CCCCC3)cn2C)cc1Cl	?	5.9%
78	COc1ccc(N2CCN(c3ncnc4c3nnn4C)CC2)cc1	?	5.5%
79	Cc1cccc(C(=O)Nc2nc3c(s2)CCCC3)c1	6%[46 µM]	4.9%
80	CCOc1ccc(-c2cc3c(=O)n(CC(=O)NCc4ccc(F)cc4)ccn3n2)cc1	3%[46 µM]	-3.1%
81	CCOC(=O)c1cnn(-c2ccc(C(=O)Nc3ccc(C(C)=O)cc3)cc2)c1N	-21%[46 µM]	-0.5%
82	COc1cccc(N2CCN(C(=O)c3ccc(C)c(NC(=O)c4nsc5ccccc45)c3)CC2)c1	5%[46 µM]	-1.1%
83	Cc1ccc(CNC(=O)c2c(-c3ccccc3Cl)noc2C)o1	2%[46 µM]	4.4%
84	COc1ccc(-c2nc3sc(CCNC(=O)C(=O)Nc4cccc(NC(C)=O)c4)c(C)n3n2)cc1	28%[46 µM]	2.6%
85	Cc1ccc(/C=C/c2onc(C)c2S(=O)(=O)N2CCC(C(=O)NCC(C)c3ccccc3)CC2)cc1 (stereo unspecified)	11%[46 µM]	4.2%
86	COc1cccc(C(=O)Nc2ccc(-c3nc4ccc(C)cc4s3)cc2)c1OC	-5%[46 µM]	0.0%
87	CC(C)(C)c1ccc(C(=O)NNc2ncnc3c2cnn3-c2ccc(Cl)cc2)cc1	?	9.6%
88	COCCCNC(=O)CCCn1c(=O)c2cccn2c2ccccc21	15%[46 µM]	2.2%
89	COc1ccc(-c2cc(C(=O)NC(C)c3ccccc3)c3cc(C(C)C)ccc3n2)cc1 (stereo unspecified)	13%[46 µM]	-0.3%
90	COc1ccc(-n2c(SCC(=O)Nc3nnc(C)s3)nc3c([nH]c4ccccc43)c2=O)cc1	?	0.0%
91	Cc1cccc(C)c1-n1ncc(C(=O)NCCCN2CCCCC2)c1C1CCN(C(=O)OC(C)(C)C)CC1	?	0.0%
92	CCCCc1ccc(NC(=O)COc2cccc3c(=O)n(C)ccc23)cc1	?	5.2%
93	CCCCOc1cccc(C(=O)N2CCN(CCc3ccncc3)CC2)c1	20%[46 µM]	-3.2%
